PLCb3 inh = inhibitors of human phospholipase C beta3. AID 720704. Purified PLC-beta3, fluorogenic substrate, fluorescence. Q01970. inhibition, % at 12.2 µM. 370,000 compounds, 0.18% hits; in the data active = inhibition above about 11%;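 note: 0% = median of compound wells on plate and 100% = full blocker control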
ASAP1 inh = inhibitors of human ASAP1 ArfGAP activity | ASAP1-stimulated ARF1 GTP hydrolysis, GDP FP detection | inhibition, % at 16.5 µM | 360,000 compounds, 0.19% hits | AID 624377; in the data active = inhibition above about 25%;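 note: 0% = vehicle with enzyme and substrate and 100% = no enzyme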
Tn6 DDE FP = DD(E)-Tn6 binding inhibition, primary FP screen. 370,000 compounds, 0.21% hits. P02675. Fibrin DD(E) TRITC-Tn6 fluorescence polarization displacement. inhibition, % at 8.3 µM;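 active = inhibition above a per-campaign cutoff: mean of compounds within control limits plus 3 SD, cut at about 15% in these data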;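 note: 0% = median of all compound wells on the plate and 100% = blocking peptide control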
TDP2 absorb = blocks human TDP2 phosphodiesterase activity; recombinant TDP2, T5PNP hydrolysis, p-nitrophenol absorbance 415 nm; AID 720702; inhibition, % at 12.8 µM; O95551; 370,000 compounds, 0.34% hits;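 active = inhibition above the mean of all tested compounds plus 3 SD, set per campaign, cut at about 25% in these data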;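 note: 0% = DMSO with enzyme and 100% = buffer with substrate but no TDP2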
Target sequence (O95551 whole entry, looked up): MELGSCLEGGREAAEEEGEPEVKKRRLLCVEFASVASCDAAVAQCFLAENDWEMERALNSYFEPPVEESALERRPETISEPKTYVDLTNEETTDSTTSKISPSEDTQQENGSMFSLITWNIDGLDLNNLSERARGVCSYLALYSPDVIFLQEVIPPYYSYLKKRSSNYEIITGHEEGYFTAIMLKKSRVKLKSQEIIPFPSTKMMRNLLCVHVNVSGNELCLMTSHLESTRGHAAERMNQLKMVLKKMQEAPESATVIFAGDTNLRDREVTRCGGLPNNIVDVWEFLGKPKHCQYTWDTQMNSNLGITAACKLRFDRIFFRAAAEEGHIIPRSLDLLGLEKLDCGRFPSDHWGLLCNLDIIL
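Evaluation: % inhibition relative to enzyme-containing and enzyme-free wells. Material: recombinant human TDP2. Benchmarks: enzyme-free and DMSO wells. Timing: enzyme reaction with compound for 2 h at 37 °C. Compound dosing: 12.8 µM only. Measured by: p-Nitrophenol epi absorbance. Reagent: T5PNP substrate at 5 mM, a TopII-DNA adduct mimic. Replication: single well per compound.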
ADAM17 inh = inhibits human ADAM17 | P78536 | recombinant ADAM17, EDANS/DABCYL FRET peptide cleavage | inhibition, % at 6.95 µM | 370,000 compounds, 0.83% hits | AID 720648;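 active = inhibition above the mean of compounds lying between control limits plus 3 SD, set per campaign, cut at about 8.5% in these data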;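 note: 0% = DMSO-only wells as the low control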
PLC-gamma1 inh = blocks human PLC-gamma1 enzyme activity | P19174 | purified PLC-gamma1, fluorogenic substrate, fluorescence | inhibition, % at 12.2 µM | 370,000 compounds, 0.84% hits | AID 720700; in the data active = inhibition above about 9.5%
SIAE primary = human SIAE inhibition, primary screen; SIAE FP-Rh probe binding, fluorescence polarization; inhibition, % at 9.66 µM; Q9HAT2; 370,000 compounds, 0.69% hits; AID 1053197;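 active = inhibition above a cutoff: mean of compounds within the control limits plus 3 SD of those, cut at about 17% in these data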;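 note: 0% = plate median of compound wells and 100% = probe without SIAE protein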
Target sequence (Q9HAT2 whole entry, looked up): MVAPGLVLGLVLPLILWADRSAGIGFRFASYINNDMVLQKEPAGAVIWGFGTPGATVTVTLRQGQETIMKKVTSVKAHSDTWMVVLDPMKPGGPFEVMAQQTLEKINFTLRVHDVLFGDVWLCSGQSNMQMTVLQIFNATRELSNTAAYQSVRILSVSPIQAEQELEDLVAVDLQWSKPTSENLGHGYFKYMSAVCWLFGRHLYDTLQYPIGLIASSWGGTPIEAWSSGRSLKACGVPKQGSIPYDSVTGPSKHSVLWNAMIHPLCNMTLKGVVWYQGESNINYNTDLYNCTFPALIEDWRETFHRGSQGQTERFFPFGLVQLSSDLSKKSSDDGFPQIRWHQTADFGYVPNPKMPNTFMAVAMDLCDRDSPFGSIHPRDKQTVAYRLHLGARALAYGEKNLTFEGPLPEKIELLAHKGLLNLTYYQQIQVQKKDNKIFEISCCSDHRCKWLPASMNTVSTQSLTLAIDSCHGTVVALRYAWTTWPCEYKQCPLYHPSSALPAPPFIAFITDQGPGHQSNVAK
ADAM10 inh = ADAM10 inhibition, QFRET primary screen | O14672 | recombinant ADAM10, EDANS/DABCYL FRET peptide cleavage, 3 h | inhibition, % at 7 µM | 370,000 compounds, 0.62% hits;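 active = inhibition above a per-campaign cutoff equal to the mean of compounds falling between control-based bounds plus 3 SD, cut at about 20% in these data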;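 note: 0% = DMSO wells while the 100% control is not disclosed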
ARFGAP1 inhibitor = inhibitors of rat ARFGAP1. Arfgap1-stimulated ARF1 GTP hydrolysis, GDP FP detection. inhibition, % at 16.5 µM. 360,000 compounds, 0.26% hits;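 active = inhibition above a per-plate limit, mean inhibition of low control wells plus 3 SD, cut at about 25% in these data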;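 note: 0% = DMSO wells with enzyme and 100% = wells lacking Arfgap1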
Target sequence (Q62848 1-136 limits assumed): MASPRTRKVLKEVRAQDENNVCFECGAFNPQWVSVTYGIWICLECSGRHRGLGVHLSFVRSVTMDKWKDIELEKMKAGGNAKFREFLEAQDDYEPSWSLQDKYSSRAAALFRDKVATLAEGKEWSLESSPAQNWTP
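system = rat Arfgap1 catalytic domain, aa 1-136 | technique = FP, GDP Alexa 633 tracer displaced from anti-GDP antibody, 620/688 nm | compound = one concentration, 16.5 µM, DMSO 1.26% | medium = HEPES-based buffer, pH 7.5 | timing = compound-enzyme preincubation 20 min, reaction 120 min, detection 60 min, 25 °C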
Tn7 DDE FP = DD(E)-Tn7 binding inhibition, primary FP screen | 370,000 compounds, 0.13% hits | P02675 | AID 720508 | inhibition, % at 8.3 µM | FP displacement of FITC-Tn7 peptide from fibrin DD(E); 0% = median of compound wells per plate;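 active = inhibition above the mean of compounds falling within the control limits plus 3 SD of them, cut at about 14% in these data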;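 note: 0% = plate median of compound wells and 100% = 10 µM Aha-Tn7 peptide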
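Assay system: human fibrin DD(E) protein / Input: 2 µM fibrin DD(E) / Benchmarks: high control of 10 µM Aha-Tn7 peptide / Measured by: fluorescence polarization of the labelled Tn7 tracer / Medium: Tris buffer with calcium and detergent, pH 7.8 / Timing: 10 min compound pre-incubation, 3 h probe incubation at room temperature / Repeats: one replicate per compound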
Starred values were filed as active, the others as inactive; i = inactive; . = not tested or not shown.

SMILES	PLCb3 inh	ASAP1 inh	Tn6 DDE FP	TDP2 absorb	ADAM17 inh	PLC-gamma1 inh	SIAE primary	ADAM10 inh	ARFGAP1 inhibitor	Tn7 DDE FP
CCCCCCCCNS(=O)(=O)/C=C/c1ccc(OC)cc1CNC(=O)OC(C)(C)C	-7	.	6	3	4	-5	-2	7	.	-3
Cc1cccc(C)c1NC(=O)C1(C)CSCC(=O)N1Cc1cccs1 (stereo not given)	3	4	-8	-13	0	2	0	2	7	-8
Cc1nn(C(C)C(=O)NNC(=S)Nc2ccc(Cl)cc2)c(C)c1[N+](=O)[O-] (stereo not given)	6	3	1	-10	5	3	6	7	-5	-6
C/C(=N\N1CCN(c2ccccc2)CC1)c1ccncc1	-6	0	9	0	-3	0	-2	-8	15	-3
CC(C)NC(=O)CCS(=O)(=O)c1ccc(Br)s1	-4	2	-1	3	-3	-1	2	1	-11	1
COc1ccccc1NC(=O)Nc1nc(CC(=O)NCc2c(F)cccc2F)cs1	-7	-1	-5	5	5	2	0	-5	17	-2
Cn1c(=O)c(=O)n(C)c2cc(S(=O)(=O)N3CCCC3C(=O)NCc3cccs3)ccc21 (stereo not given)	-9	4	1	2	-10	-4	-5	-11	8	5
CCOC(=O)c1ccc(N2C(=O)c3n[nH]c(C)c3C2c2ccco2)cc1 (stereo not given)	4	7	-3	2	1	2	3	2	-4	3
COc1ccc(/C=C2\SC(=O)N(CCn3cnnn3)C2=O)cc1	0	12	1	9	-4	0	-1	-8	9	3
COC(=O)c1ccc(N=NNc2ccc(C(=O)OC)cc2)cc1	9	6	3	-10	5	1	-2	6	2	5
CSc1nnnn1-c1ccc(Cl)cc1	-5	2	-5	3	-4	-3	-1	-1	6	-4
O=C(COC(=O)CNC(=O)c1ccccc1F)Nc1ccc(Cl)cn1	-7	-6	-9	-1	2	-4	8	-3	-14	3
CCCNC(=O)C(=O)Nc1cc2c3c(c1)CCC(=O)N3CCC2	-10	1	4	13	-3	-3	5	2	0	1
O=S(=O)(Cc1ccccc1)c1ccccc1-c1nnc(-c2ccccc2)o1	0	0	-4	12	-5	2	-3	1	-4	2
CCCCN(C)CCCNC(=O)/C=C1\Sc2ccccc2NC1=O	-15	3	-4	0	-4	-4	2	-11	-1	-5
NC(=O)c1ncn([C@@H]2O[C@H](CNCc3ccccc3OCc3ccc(Cl)cc3Cl)[C@@H](O)[C@H]2O)n1	2	3	1	9	-4	2	4	-9	-6	-1
CC(NC(=O)c1cccs1)c1n[nH]c(=S)n1C (stereo not given)	-2	-1	1	5	-1	0	6	-6	0	2
Cn1c(N)c(N=O)c(=O)n(C)c1=O	-2	-14	2	-2	-2	2	17*	-1	-1	4
Cc1ccc2oc(C(=O)NCc3ccc4c(c3)OCO4)c(C)c2c1	-1	18	0	-2	2	0	-1	8	1	0
Cc1ccc(N2CC(C(=O)NC3=NCCS3)CC2=O)cc1 (stereo not given)	7	3	-5	-10	-8	2	-1	-2	2	4
CCCCn1c2nc3ccccc3nc2c2c(=O)n(C(C)CC)cnc21 (stereo not given)	-17	-4	-2	-3	-50	-11	-2	-156	-4	5
CCOc1ccccc1OCC(=O)Nc1cc(S(=O)(=O)N2CCCCC2)ccc1OC	-6	2	-3	0	-1	-1	0	-7	-3	-4
CCOc1cc(-c2conc2N)cc(OCC)c1OCC	-10	2	-3	6	-6	-8	4	-7	4	0
O=C(O)c1cccc(S(=O)(=O)Nc2ccc3c(c2)OCO3)c1	-2	2	2	7	-2	-5	3	1	-1	-1
COc1ccc(Oc2ncccc2[N+](=O)[O-])cc1	-5	9	2	3	-3	3	5	1	2	-6
COc1ccccc1-c1cccc([C@@H]2C[C@H]3[C@H](CON3C)CN2S(=O)(=O)c2ccccc2C)c1	-1	-11	-4	6	-1	2	2	1	-1	0
CCc1c(C)sc(NC(=S)N2CCN(S(C)(=O)=O)CC2)c1C(=O)OC	-10	-8	-2	-3	-4	-1	-4	0	12	7
O=C(NCCO)c1ccc(-c2ccc3nncn3c2)cc1	-3	-2	1	-8	1	6	0	-1	0	1
CCOc1ccccc1C(=O)Nc1cccc2ccccc12	-9	4	-9	-9	2	-8	-5	6	3	5
CCC/C(=N\NC(=O)C1CC1)c1ccc(Br)cc1	-9	10	4	0	-2	-2	-1	-6	-2	1
O=C(O)c1ccccc1C(=O)c1ccc(Sc2ccc(Cl)cc2)c([N+](=O)[O-])c1	-4	-4	1	-13	2	3	0	12	-8	-10
Nn1c(SCC(=O)NCc2ccc3c(c2)OCO3)nnc1C(F)(F)F	-4	4	3	-5	-3	-3	3	-18	0	-2
Cc1ccc(/C=N/N=C2\SCC(=O)N2CC2CC2)cc1	-2	16	-1	-5	4	5	-2	12	-7	3
COCCC(=O)N1CCC(Oc2ccc(C(=O)N3CCCCCC3)cc2)CC1	2	-3	-4	-2	-1	2	-7	-11	-5	6
COc1ccc(/C=N/NC2=NCCCCC2)cc1	1	-1	4	-1	-2	10*	1	5	-6	5
C[C@H](NC(=O)c1[nH]cnc1C(=O)N[C@@H](C)CO)c1ccccc1	1	-7	3	9	2	-1	-5	-1	-1	5
Cc1cc(C(=O)Nc2cccc(C(=O)O)c2)oc1C	2	-7	-7	5	2	2	-4	0	-9	1
CC(C)Cn1c(N)c(C(=O)COC(=O)c2ccc([N+](=O)[O-])o2)c(=O)n(C)c1=O	4	13	3	-8	2	0	-7	-1	23	-4
CCOC(=O)COc1cc(OCC(=O)OCC)c2c3c(c(=O)oc2c1)CCCC3	-100	-12	3	-11	-127	-63	-6	-313	10	0
Cc1ccc(Cc2nnc(SCC(=O)Nc3ccccc3C)[nH]c2=O)cc1	0	-4	0	-9	-1	2	6	-1	-14	5
COc1cccc(CN(C(=O)CN2C(=O)c3ccccc3S2(=O)=O)C(C(=O)NCC2CCCO2)c2ccco2)c1 (stereo not given)	-1	-12	-3	-12	-1	-1	-2	2	1	-4
CCN(CC)S(=O)(=O)c1cccc(-c2nnc(SCC(=O)c3cc(C)n(C4CC4)c3C)o2)c1	3	-15	-12	15	-2	-1	2	-3	-14	1
C#CCOCCOCCOCCNc1nc(N2CCN(C(=O)[C@H](C(C)C)n3cc(CCO)nn3)CC2)nc(N2CCN(C(=O)[C@H]([C@@H](C)CC)n3cc(CCCCN)nn3)CC2)n1	-5	7	-2	3	-1	2	9	7	-5	-1
CCOC(=O)Cn1nnnc1C(CC)N(Cc1cccs1)Cc1cc2ccc(OC)cc2[nH]c1=O (stereo not given)	-9	-6	-8	-7	-6	-9	-7	-4	-11	6
Cc1ccc(C(C)C)c(OCC(=O)NNCC(=O)Nc2cccc(F)c2)c1	-5	2	-1	-10	3	-1	-7	-1	5	-3
O=C(N/N=C/c1cccs1)c1cnccn1	-1	-3	1	-9	4	2	0	2	-3	-4
CN(CC(=O)Nc1ccc(F)c(F)c1F)C(=O)CN1C(=O)C2CCCCC2C1=O (stereo not given)	-9	7	4	-5	-1	1	-3	-11	-3	1
OC(c1ccccc1)(c1ccccc1)c1ccn[nH]1	1	6	-1	3	-2	2	8	3	8	3
FC(F)(F)c1cc(CNC2CCC23CCC(c2ccccc2)CC3)ccc1Cl (stereo not given)	-2	.	-11	1	-6	-2	4	-7	.	7
CC(=O)Nc1c(Cl)c(Cl)c2c(c1Cl)Cc1cc(Cl)ccc1-2	3	2	-4	7	-2	1	5	-1	4	-1
Cc1nc(NC(=O)COC(=O)C2=NNC(=O)CC2)c(Cl)cc1Cl	-2	2	-2	1	-3	0	-1	-8	-4	-5
CCOc1ccc(C(c2nnnn2C(C)(C)C)N2CCN(C(=O)c3ccco3)CC2)cc1 (stereo not given)	-4	-1	-2	-9	-2	2	2	-2	11	-2
Cc1ccccc1CC1(CO)CCCN(Cc2ccccc2Cl)C1 (stereo not given)	-6	-8	5	-1	-1	-1	-14	6	0	-1
Cc1cccc(OCC(=O)Nc2nonc2NC(=O)COc2cccc(C)c2)c1	-5	-9	0	2	-2	-1	-18	-5	0	-1
O=C(CSc1nnc(-c2ccccc2)o1)N1CCOCC1	-3	-8	0	3	-8	0	-2	-1	7	-4
COc1cc(C(=O)NCCCNc2nc3cc(C)c(C)cc3cc2C#N)cc(OC)c1OC	-33	5	4	6	-40	-32	-5	-173	6	-6
O=C(Nc1cccnc1)C1CCN(S(=O)(=O)c2cccc3nonc23)CC1	3	1	-2	-3	-5	-2	-8	-2	2	-4
Oc1cccc(/C=N/N(Cc2ccccc2)c2ccccc2)c1	-14	6	8	6	9	0	13	22*	3	-1
CCc1ccc(CNCc2cccnc2)cc1	2	2	1	-4	-1	-1	5	-3	1	1
O=C(N=C1N=C2C=CC(Br)=CN2Cc2ccccc21)c1ccc([N+](=O)[O-])cc1[N+](=O)[O-]	11*	13	4	-27	9.1*	13*	-6	18	-8	3

Next part
SMILES	PLCb3 inh	ASAP1 inh	Tn6 DDE FP	TDP2 absorb	ADAM17 inh	PLC-gamma1 inh	SIAE primary	ADAM10 inh	ARFGAP1 inhibitor	Tn7 DDE FP
O=C(CSCc1ccc(Cl)cc1)Nc1ccc2c(c1)OCCO2	-1	-6	-1	-3	2	-2	2	-1	-13	0
CC(=O)CSc1nnc(-c2ccc(S(=O)(=O)N3CCC(C)CC3)cc2)o1	-4	-3	7	-3	-5	-5	-2	-7	-2	-4
O=C(c1ccc([N+](=O)[O-])o1)N1CCN(c2nc3c(Cl)cccc3s2)CC1	-8	4	1	9	0	2	-3	-10	9	2
N#Cc1ccccc1OCC(=O)C1CC1	-3	-2	-8	4	-1	1	-2	6	6	-3
COc1ccc(-c2oc(=O)c3cc(OC)c(OC)cc3c2C#CCCO)cc1	-139	4	1	3	-151	-84	-6	i	4	-5

Arranged by SMILES length (low to high): some entries from above.
SMILES	PLCb3 inh	ASAP1 inh	Tn6 DDE FP	TDP2 absorb	ADAM17 inh	PLC-gamma1 inh	SIAE primary	ADAM10 inh	ARFGAP1 inhibitor	Tn7 DDE FP
O=C(CSCc1ccc(Cl)cc1)Nc1ccc2c(c1)OCCO2	-1	-6	-1	-3	2	-2	2	-1	-13	0
COc1ccc(-c2oc(=O)c3cc(OC)c(OC)cc3c2C#CCCO)cc1	-139	4	1	3	-151	-84	-6	i	4	-5
O=C(c1ccc([N+](=O)[O-])o1)N1CCN(c2nc3c(Cl)cccc3s2)CC1	-8	4	1	9	0	2	-3	-10	9	2
O=C(N=C1N=C2C=CC(Br)=CN2Cc2ccccc21)c1ccc([N+](=O)[O-])cc1[N+](=O)[O-]	11*	13	4	-27	9.1*	13*	-6	18	-8	3
